# LDHA inh – qHTS assay for inhibitors of human lactate dehydrogenase | L-lactate dehydrogenase A chain (Homo sapiens), P00338 | purified LDHA, NADH/diaphorase-resazurin fluorescence; active compounds read low | activity change, % (values are at about 110 or 230 µM) | 480,000 tested, 0.15% active | AID 1347041, 2019; in the data active = activity change below about -30%; inconclusive = mostly about -25% to -30%;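 note: plate controls were DMSO wells for no effect and wells without enzyme for full effect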
#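 Human LDH5 (2 nM) was incubated with 0.06 mM NADH and 0.2 mM pyruvate for 5 min at room temperature in Tris pH 7.4. Remaining NADH was coupled through diaphorase/resazurin, and resorufin fluorescence was read at 0 and 20 min.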
# Vif-APOBEC3G blk – qHTS for Inhibitors of Vif-A3G Interactions: qHTS. AID 602310, 2012. 410,000 tested, 0.076% active. Potency, µM (series often up to 46.1 µM), without a hit: top-dose activity, negative = active, usual class: inhibitors. DNA dC->dU-editing enzyme APOBEC-3G (Homo sapiens), Q9HC16. HeLa A3G-eYFP + Vif (tagged APOBEC3G with the HIV-1 protein that degrades it), YFP fluorescence, overnight;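 note: potency is the fitted concentration of half-maximal effect; % is set by controls: 0 for no effect and ±100 for the full control effect; nearly all actives have a fitted effect of over 60% in size; hits raise eYFP signal because A3G escapes Vif-driven loss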
#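 Read-out is eYFP fluorescence (Ex 488/Em 500-530) from Vif-expressing HeLa A3G-eYFP cells; more signal means A3G escaped Vif-mediated degradation. Cells plated overnight, compound pinned in, incubated overnight at 37 deg C.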
# USP1 inh – Inhibitors of USP1/UAF1: Primary Screen; Ubiquitin carboxyl-terminal hydrolase 1 (Homo sapiens), O94782; recombinant USP1/UAF1, Ub-Rhodamine cleavage fluorescence; Potency, µM (highest dose often 57.1 µM), without a hit: at the top dose activity change, negative = inhibition, actives largely listed as inhibitors; 390,000 tested, 0.23% active; AID 743255, 2014; note: potency is the fitted concentration of half-maximal effect; % is set by controls: 0 for no effect and ±100 for the full control effect; nearly all actives have a fitted effect of over 60% in size; inactives centre near -12
#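 1 nM enzyme complex + cpd, 15 min RT; start with Ub-Rho 150nM final; kinetic fluorescence ex 480/em 540, 6 reads q60 s. Buffer 50mM HEPES pH 7.8, 0.5mM EDTA, 0.1 mg/ml BSA, 1mM TCEP, 0.01% Tween-20.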
# rTrxR1 inhibitor – qHTS Assay for Inhibitors of Mammalian Selenoprotein Thioredoxin Reductase 1 (TrxR1): qHTS | 390,000 tested, 1% active | Thioredoxin reductase 1, cytoplasmic (Rattus norvegicus), O89049 | AID 588453, 2011 | Potency, µM (series often up to 114 µM), inactives show top-dose activity change, negative = inhibition, actives largely listed as inhibitors | recombinant rTrxR1, NADPH fluorescence consumption, selenite substrate; note: potency is the fitted concentration of half-maximal effect; % is set by controls: 0 for no effect and ±100 for the full control effect; nearly all actives have a fitted effect of over 65% in size
# Target sequence (O89049 whole entry, looked up): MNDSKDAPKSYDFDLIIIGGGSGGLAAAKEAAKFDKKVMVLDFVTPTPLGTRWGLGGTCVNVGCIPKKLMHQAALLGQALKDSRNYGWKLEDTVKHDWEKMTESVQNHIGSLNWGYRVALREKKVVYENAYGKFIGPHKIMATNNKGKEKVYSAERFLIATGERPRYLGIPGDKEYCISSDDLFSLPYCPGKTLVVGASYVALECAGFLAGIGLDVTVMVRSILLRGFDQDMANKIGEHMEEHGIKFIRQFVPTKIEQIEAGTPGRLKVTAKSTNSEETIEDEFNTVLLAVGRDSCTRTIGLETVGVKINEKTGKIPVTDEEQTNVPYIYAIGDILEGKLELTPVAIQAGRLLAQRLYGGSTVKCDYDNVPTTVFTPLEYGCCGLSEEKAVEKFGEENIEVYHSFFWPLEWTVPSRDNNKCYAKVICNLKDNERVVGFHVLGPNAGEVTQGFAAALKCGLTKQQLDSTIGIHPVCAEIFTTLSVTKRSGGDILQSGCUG
#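 Rat TrxR1 (90 nM in the dispensed reagent) was pre-reduced with 400 uM NADPH for 5 min at room temperature, then incubated with compound for 15 min. After 400 uM selenite was added, NADPH fluorescence (Ex 340/Em 450 nm) was followed for 8 min.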
# IDH1 R132H inh – qHTS for Inhibitors of mutant isocitrate dehydrogenase 1 (IDH1): qHTS; Isocitrate dehydrogenase [NADP] cytoplasmic (Homo sapiens), O75874; IDH1-R132H enzyme, NADPH consumption, diaphorase/resazurin fluorescence; Potency, µM (top dose mostly 76.6 µM), for inactives: top-dose activity change, negative = inhibition, hits mostly inhibitors; 390,000 tested, 0.093% active; AID 602179, 2012; note: potency is the fitted concentration of half-maximal effect; % is set by controls: 0 for no effect and ±100 for the full control effect; nearly all actives have a fitted effect of over 65% in size
# Target sequence (O75874 whole entry R132H, stated change not applied): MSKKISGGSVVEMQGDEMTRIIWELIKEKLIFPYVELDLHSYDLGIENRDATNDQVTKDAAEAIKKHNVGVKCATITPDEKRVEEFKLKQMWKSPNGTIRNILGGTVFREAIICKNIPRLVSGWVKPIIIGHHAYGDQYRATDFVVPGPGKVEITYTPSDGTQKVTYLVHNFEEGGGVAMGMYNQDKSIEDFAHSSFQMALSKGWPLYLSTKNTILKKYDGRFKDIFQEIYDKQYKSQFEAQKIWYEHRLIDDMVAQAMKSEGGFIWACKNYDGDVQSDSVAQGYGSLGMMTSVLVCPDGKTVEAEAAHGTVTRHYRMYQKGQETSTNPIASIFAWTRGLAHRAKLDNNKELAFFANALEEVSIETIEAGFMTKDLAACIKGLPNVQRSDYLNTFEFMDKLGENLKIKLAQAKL
#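 IDH1-R132H (0.5 ug/mL) preincubated 30 min with compound, then NADPH (0.016 mM) and alpha-KG (2 mM) added; 80 min at RT, pH 7.5. Remaining NADPH coupled via diaphorase/resazurin to fluorescence (540/590 nm); concentration-response curves normalized to no-enzyme control.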
# Vif-APOBEC3F blk – qHTS for Inhibitors of Vif-A3F Interactions: qHTS. 390,000 tested, 0.2% active. Potency, µM (highest dose often 46.1 µM), inactives show at the highest dose activity, negative = active. HeLa A3F-eYFP + Vif (tagged APOBEC3F with the HIV-1 protein that degrades it), YFP fluorescence increase; note: potency is the fitted concentration of half-maximal effect; % of control where 0% means no effect; nearly all actives have a fitted effect of over 65% in size
#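 HeLa cells stably expressing A3F-eYFP plus Vif, plated and incubated overnight at 37 deg C, then exposed to compounds overnight at 37 deg C. Blocked degradation read as raised yellow fluorescence (Ex 488/Em 500-530).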
# Glioma ERSR ind – qHTS for Inducers of the Endoplasmic Reticulum Stress Response (ERSR) in Human Glioma: qHTS; U87-MG GRP78 promoter luciferase reporter, 16 h; Potency, µM, without a hit: at the top dose activation, most hits filed as activators; 420,000 tested, 0.02% active; AID 602332, 2012; note: potency is the fitted concentration of half-maximal effect; series mostly up to about 76 µM; % of control where 0% means no effect; nearly all actives have a fitted effect of over 35% in size
#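 ERSR induction read as luciferase luminescence (Bright-Glo, 10 min at room temperature) in stably transfected human U87-MG glioma cells exposed to compounds for 16 h, using GRP78 as sensor.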
# RGS4 inh – Inhibitors of Regulator of G Protein Signaling (RGS) 4: qHTS; Transcreener GDP fluorescence polarization, RGS4-accelerated GTP hydrolysis; AID 504845, 2011; Potency, µM (highest dose often 114 µM), for inactives: at the highest dose activity change, negative = inhibition, hits mostly inhibitors; 390,000 tested, 0.039% active; note: potency is the fitted concentration of half-maximal effect; % is set by controls: 0 for no effect and ±100 for the full control effect; nearly all actives have a fitted effect of over 75% in size; some results filed as inactive show a strong effect at the top dose
#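 MLSMR compounds (23 nl, pin-transferred) preincubated 10 min at room temperature with a 500nM (2x) first reagent, then RGS4 at 900nM (2x) plus Transcreener GDP mix added; fluorescence polarization (620/688 nm) read before and after 90 min at 30 °C.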
# TrxR1 substrate – qHTS Assay for Substrates of Mammalian Selenoprotein Thioredoxin Reductase 1 (TrxR1): qHTS. purified TrxR1 substrate turnover, NADPH consumption readout. Potency, µM (doses to about 114 µM), for inactives: at the top dose activity change, negative = substrate turnover. Thioredoxin reductase 1, cytoplasmic (Rattus norvegicus), O89049. 390,000 tested, 0.01% active. AID 588456, 2011; note: potency is the fitted concentration of half-maximal effect; % is set by controls: 0 for no effect and ±100 for the full control effect; nearly all actives have a fitted effect of over 50% in size
#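 Rat TrxR1, dispensed at 90 nM, was prereduced with 400 uM NADPH (final) for 5 min at ~22 deg C, then incubated with compound 15 min before 400 uM selenite. A first-read NADPH fluorescence drop versus no-compound background flagged substrates.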
# * marks the source's active call; other numbers are inactive results; ? = inconclusive; . = not tested or not shown; & = joins results of further samples; [ ] = remark or other dose. Unless noted, calls come from the whole dose curve; as a rule, active = well fitted curve in the direction sought with a large enough effect; inconclusive = small, poorly fitted or top-dose-only effect, or another doubt; inactive = no such curve, though single readings can be large; an effect the other way counts as inactive or inconclusive.
# The line under a structure holds: LDHA inh, Vif-APOBEC3G blk, USP1 inh, rTrxR1 inhibitor, IDH1 R132H inh, Vif-APOBEC3F blk, Glioma ERSR ind, RGS4 inh, TrxR1 substrate
Cc1ccc(C(=O)NCCSc2c(C)[nH]c3ccccc23)cc1[N+](=O)[O-]
  1.4, -0.8%, -24.9%, 9.9%[57.1 µM], -1.7%, 2.7%, -2.7%, -6.3%, 3.9%[57.1 µM]
Cc1ccc2ccc3cc(C(=O)N4CCN(c5ccccc5F)CC4)nc3c2[nH]1
  -1.7, -5.1%, -32.8%, 32.7%, 0.4%, -1.7%, -0.2%, -20.2%, 9.2%
Oc1ccc(Br)cc1-c1cc(-c2ccco2)[nH]n1
  1.4, -18.1%, -23.7%, 7.5%[57.1 µM], -0.7%, 0.6%, 1.2%, 13.0%, 8.8%[57.1 µM]
COc1ccccc1NC(=O)c1ccc(N)cc1
  -2.4, 0.7%, -26.9%, 4.5%, -0.9%, 6.1%, 1.0%, -19.2%, -7.1%
Cc1cccc(NC(=O)COC(=O)CCc2c[nH]c3ccccc23)c1
  1.3, 1.1%, -20.8%, 27.7%, 4.5%, 0.8%, -0.2%, 5.7%, 6.1%
Brc1cccc[n+]1CCCC[n+]1ccccc1Br
  -61.6*, 0.6%, ., ?, ., ., -2.7%, ., -12.9%
Cc1cc(C(=O)NC(Cc2ccccc2)C(=O)O)c(C)o1 (stereo not drawn)
  -4.2, -1.0%, 3.6%, ?, -9.9%, -0.8%, -2.1%, -13.4%, -0.3%
Nc1nc(-c2ccco2)nn1C(=O)CCc1ccccc1
  1.4, -0.4%, -14.4%, -5.8%[57.1 µM], 4.0%, -5.4%, 0.2%, -14.6%, -3.4%
CC(C)CC(=O)n1nc(-c2cccnc2)nc1NCc1ccc(F)cc1
  -2.5, 2.1%, -18.3%, 4.9%, 5.1%, -8.0%, -4.7%, 12.4%, -11.6%
Cc1sc(NC(=O)c2ccco2)c(CN2CCCCC2)c1C
  1.1, -2.4%, -9.0%, -6.8%, 1.2%, -0.2%, -1.5%, -25.7%, -1.5%
Cc1noc(C)c1C(=O)Nc1sccc1C(N)=O
  4.2, -20.0%, -17.5%, ?, 3.2%, 0.5%, 6.1%, -34.2%, 3.4%
Cc1ccc(NC(=O)CCn2cccc2)cc1F
  6.4, -5.8%, -3.0%, -12.1%, 5.8%, -3.0%, 1.0%, -11.9%, -9.7%
COc1cccc(-n2cc(C(=O)Nc3cccc(C(F)(F)F)c3)c3ccccc3c2=O)c1
  1.8, 3.7%, -11.1%, 1.7%, -6.8%, 12.5%, 1.4%, -10.8%, -1.4%
COc1cc(C(=O)NNC(=S)NC(=O)/C=C/c2ccccc2)cc(OC)c1OC
  -6.4, 2.8%, -3.5%, -17.7%[57.1 µM], 2.5%, -9.3%, -8.7%, -47.9%, 2.7%[57.1 µM]
CCOc1ccc(CCNC(=O)CCCn2c(=O)c3cccn3c3ccccc32)cc1
  2.1, 2.3%, -32.6%, 14.0%, -7.3%, -1.6%, -3.2%, 4.7%, 0.8%
CC(C)(C)NS(=O)(=O)c1cc(C(=O)Nc2sccc2C#N)ccc1Cl
  3.4, -0.8%, -25.3%, ?, -0.2%, -3.8%, 0.3%, ?, -6.9%
COc1ccccc1CN1CCNC(=O)C1CC(=O)N(C)Cc1ccon1 (stereo not drawn)
  2.5, 0.3%, -6.5%, 15.9%, 2.3%, -10.9%, -0.7%, -4.6%, 13.3%
CCOC(=O)N1CCN(C(=O)CSc2ccccc2)CC1
  0.2, 4.4%, -17.4%, -30.4%, 9.0%, 5.6%, -3.6%, -10.3%, -8.2%
COc1ccc(NC(=O)c2cccs2)c([N+](=O)[O-])c1
  -7.7, -0.9%, -3.7%, 2.7%, 0.8%, 0.2%, 2.8%, 5.9%, -1.0%
COc1ccc2c(c1)c(=O)c(S(=O)(=O)c1ccc(Cl)cc1)cn2C
  0.9, -1.1%, -15.7%, 1.3%, 14.8%, 0.9%, -4.5%, -1.5%, 2.8%
CCc1ccccc1NC(=O)CN1C(=O)C2CCCN2c2ncc(Cl)cc21 (stereo not drawn)
  -1.3, -6.2%, -4.7%, -7.0%, -6.2%, -15.2%, -2.1%, 31.4%, -8.3%
CCCCOc1ccc(CC(=O)N(C)OC)cc1
  -10.5, 5.2%, ., 16.6%, ., ., 1.2%, ., 8.2%
CCOc1ccc(N2CC(c3nc4ccccc4n3CCOc3ccc(CC)cc3)CC2=O)cc1 (stereo not drawn)
  -3.6, 0.6%, -22.6%, 21.7%, -10.3%, 1.8%, -1.9%, 5.0%, 3.4%
CC1N(C)c2cccc3cccc(c23)N1C
  25.6, -12.5%, ?, -16.3%[57.1 µM], 16.8%, 1.1%, -1.2%, -4.2%[11.4 µM], 101.0%[activator][57.1 µM]
O=C(NNS(=O)(=O)c1ccccc1F)c1cc(-c2ccccc2)n[nH]1
  -7.4, -0.3%, -6.5%, 20.2%, -0.4%, 0.5%, -0.7%, 14.3%, 0.6%
O=C(c1cn(-c2ccccc2)nc1-c1ccccc1)N1CCOCC1
  -8.4, 2.5%, -16.9%, 16.3%, -0.9%, -5.9%, 0.3%, -22.1%[56.9 µM], 3.9%
C=C(C)C1(O)OC(=O)C=C1OC (stereo not drawn)
  11.6, -13.5%, ?, 14.1µM*, 4.3%, 1.8%, -6.2%&-4.0%, -11.4%, 4.8%
CCOC(=O)C1CCN(S(=O)(=O)c2ccc(-c3ccccn3)s2)CC1
  -2.9, 3.4%, -9.7%, 3.8%, -6.5%, -12.7%, -4.8%, -24.3%, -0.6%
Cc1csc(SCC(=O)NC(=O)NC2CCCC2)n1
  -19.5, 0.2%, -26.1%, 0.4%[57.1 µM], 4.3%, 8.2%, 0.3%, -8.2%, 0.6%[57.1 µM]
CCOc1cccc(CN(C)CC2CCCN(CCc3ccc(Cl)cc3)C2)c1O (stereo not drawn)
  4.8, 4.9%, 4.3%, 12.7%, 3.0%, -3.1%, -2.5%, 20.8%, -1.9%
CC(C)(C)CN1CCNC(=O)C1CC(=O)N1CCC(C(=O)N2CCOCC2)CC1 (stereo not drawn)
  12.7, -5.0%, -16.4%, -48.7%, 9.3%, -0.4%, -3.6%, -27.3%, -15.4%[57.1 µM]
COc1ccc(N(CC(=O)NC2CCCC2)S(=O)(=O)c2c(C)[nH]c(=O)[nH]c2=O)cc1
  -9.4, 3.7%, -7.3%, 12.7%, -13.3%, -6.6%, 1.3%, 12.2%, 1.9%
CCCC(=O)Nc1ccc(C(=O)n2nnc3ccccc32)cc1
  -13.6, -0.6%, -11.4%, ?, 0.2%, -2.8%, 0.6%, 10.6%[56.9 µM], 6.5%
COc1cc(CN(C(=O)COc2ccc(C)c(C)c2)c2ccccn2)cc(OC)c1OC
  -4.2, ., -16.7%, 17.6%, ., ., ., 12.1%, -7.6%
COc1cc(OC)cc(-c2nnc(NC(=O)CCS(=O)(=O)c3ccc(C)cc3)o2)c1
  -0.2, -28.0%, -9.1%, -6.5%[57.1 µM], 1.7%, -11.2%, -2.6%, -11.9%, -1.0%[57.1 µM]
CCn1c(SC(C)C(=O)NCC2CCCO2)nc2ccccc21 (stereo not drawn)
  0.2, 0.2%, -9.6%, 8.8%, 2.0%, -0.6%, -2.9%, -26.6%, 0.5%
CC(Oc1ccc2c3c(c(=O)oc2c1)CCCC3)C(=O)NCc1cccnc1 (stereo not drawn)
  -3.8, 0.8%, -12.1%, 8.7%, 15.2%, -3.4%, -5.9%, 14.8%, -5.7%
CN(C)c1ccc(/C=C2/SC(=O)N(CCN=C3NS(=O)(=O)c4ccccc43)C2=O)cc1
  -3.0, -11.2%, -8.6%, 10.7%, 0.4%, 2.5%, -1.4%, -2.7%, -2.5%
COc1ccc(Br)cc1/C=N/NS(=O)(=O)c1ccccc1
  -1.4, ?, -18.7%, ., 3.4%, -9.8%, -8.0%, ., .
COc1ccc(CCN2CC(C(=O)N(C)CC(=O)Nc3cccc(F)c3)CC2=O)cc1OC (stereo not drawn)
  0.3, 2.3%, -12.6%, -11.9%, 7.7%, -0.4%, 2.0%, -33.5%, -5.2%

# Some of the compounds tested, so the mix of outcomes need not match the whole.
